p53ts 32C tox = qHTS Screen for Compounds that Selectively Target Cancer Cells with p53 Mutations: Cytotoxicity of p53ts Cells at the Permissive Temperature; hit rate 0.93% among 130,000; Potency, µM (highest dose often 46.1 µM), for inactives: at the highest dose activity change, negative = cytotoxicity, most hits filed as cytotoxic; H1299-p53A138V at 32C, ATP luminescence viability, 24 h; AID 924, 2007;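 further: 0% = DMSO and -100% = full killing by reference compound; nearly all actives have a fitted effect of over 55% in size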
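H1299-p53 A138V cells (temperature-sensitive p53) exposed 24 h to up to 46 uM compound at 32C, where p53 is wild-type in conformation. Viability read as ATP luminescence and normalised to DMSO and 100 uM tamoxifen. AC50 fitted with the Hill equation.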
IkB signaling = IkB Signaling; AID 445, 2006; Potency, µM (highest dose often 57.1 µM), for inactives: at the highest dose IkBa stabilization activation; ABC-DLBCL IkBa-CBG/CBR dual luciferase ratio, 4 h; response scale: scaled: untreated 0%, proteasome inhibitor 100%; hit rate 0.04% among 110,000; active means well fitted curve in the direction sought with a large enough effect in the signal ratio, not every such curve was filed as active; inconclusive means small, poorly fitted or top-dose-only effect, or a change in a side signal; the % refers to the signal ratio;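 further: the direction sought is a rising ratio; 0% = basal untreated cells and 100% = reference inhibitor full response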
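Curves were fitted separately to fusion (green), unfused (red) and ratio luminescence, then classed by r2, magnitude and activity. Cells: OCI-Ly3, 4 h compound plus doxycycline at 37C; 10 uM MG-132 defined full response.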
p53ts 39C kill = qHTS Screen for Compounds that Selectively Target Cancer Cells with p53 Mutations: Cytotoxicity of p53ts Cells at the Nonpermissive Temperature | H1299-p53A138V viability at 39C, ATP luminescence, 24 h | Potency, µM (top dose mostly 46.1 µM), for inactives: at the top dose activity change, negative = cell killing, usual class: cytotoxic | hit rate 1.5% among 130,000; further: nearly all actives have a fitted effect of over 55% in size
Peg3 imprint = qHTS Assay for Compounds that Induce Erasure of Genomic Imprints | mouse ES Peg3-LacZ reporter, beta-gal luminescence, 40 h | Potency, µM (doses to about 60.7 µM), for inactives: at the top dose activity change, positive = activation, hits mostly activators | hit rate 0.02% among 110,000 | AID 1948, 2009;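 further: 0% = negative control wells on the plate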
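Gelatin-coated wells received 300 freshly trypsinized female ES cells with a Peg3LacZ-Neo reporter on the maternal allele, then incubated 40 hours at 37C. BetaGlo was added for 5 minutes at room temperature before a single luminescence read.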
An asterisk follows results filed as active; [ ] = another dose, or the depositor's remark. Unless noted, the call rests on the fitted dose curve; in most records, active means well fitted curve in the direction sought with a large enough effect; inconclusive means small, poorly fitted or top-dose-only effect, or another doubt; inactive means no such curve, though single readings can be large; an effect the other way counts as inactive or inconclusive. Unless noted, on the % scale 0 is the no-effect control and ±100 the full control effect; potency means the concentration at half of the fitted maximal effect.

Screening c1ccc2nc(-c3nc4ccccc4o3)ccc2c1 returned p53ts 32C tox 5µM*, IkB signaling inconclusive, p53ts 39C kill 5µM* and Peg3 imprint -91%[inhibitor].
CN(C)c1nc(N)nc(CSc2ncc(Cl)cc2Cl)n1 was read as p53ts 32C tox -3%, IkB signaling 1.4%, p53ts 39C kill -5% and Peg3 imprint -27%.
Screening COCCNC(=O)C(c1cccs1)N(C(=O)Cn1nnc2ccccc21)c1ccccc1 (stereo unspecified) returned p53ts 32C tox 8%, IkB signaling -0.7%, p53ts 39C kill -5% and Peg3 imprint -5%.
For Cc1nnc(N(C)C(=O)Cc2ccc3c(c2)OCO3)s1 the results were p53ts 32C tox -6%, IkB signaling 0.3%, p53ts 39C kill -8% and Peg3 imprint 7%.
Screening Cn1c(=O)c2c(nc(CN3CCN(C(=O)c4ccco4)CC3)n2Cc2ccc(Cl)cc2)n(C)c1=O returned p53ts 32C tox 10%, IkB signaling 0.7%, p53ts 39C kill 6% and Peg3 imprint -3%.
Screening CCCC(CCC)C(=O)Nc1cccc(-c2nc3cccnc3s2)c1C returned p53ts 32C tox 3%, IkB signaling -1.2%, p53ts 39C kill -16% and Peg3 imprint -12%[10.9 µM].
Screening c1ccc2nc(CC[C@@H]3CCCCN3)ccc2c1 returned p53ts 32C tox -10%[9.22 µM], IkB signaling -1.4%[11.4 µM], p53ts 39C kill -5%[9.22 µM] and Peg3 imprint -16%[10.9 µM].
COC(=O)C1(C)NC(=O)c2ccccc2N1 (stereo unspecified) was read as p53ts 32C tox 5%, IkB signaling 0.5%, p53ts 39C kill 10% and Peg3 imprint 5%.
Screening CN(C(=O)COc1cc(=O)n(C)c2ccccc12)c1cccc(Cl)c1 returned p53ts 32C tox 8%, IkB signaling -2.4%, p53ts 39C kill -2% and Peg3 imprint -11%.
For Cn1c(=O)[nH]c(=O)c2c1nc(N1CCOCC1)n2CCN1CCOCC1 the results were p53ts 32C tox 0%, IkB signaling 0.3%, p53ts 39C kill -4% and Peg3 imprint 7%.
`N#C/C(=C\c1c(Oc2ccc(Br)cc2)nc2ccccn2c1=O)c1nc2ccccc2s1` gave p53ts 32C tox 2%, IkB signaling 3.7%, p53ts 39C kill -2% and Peg3 imprint -20%[10.9 µM].
For COC(=O)C1=C(C(C)=O)C(c2ccc(C)cc2)n2nnnc2N1 (stereo unspecified) the results were p53ts 32C tox -1%, IkB signaling -0.1%, p53ts 39C kill 1% and Peg3 imprint 13%.
Screening Cc1nn(Cc2ccc(Br)cc2)c(C)c1NC(=O)c1nn(C)cc1Cl returned p53ts 32C tox 9%, IkB signaling 3.0%, p53ts 39C kill 8% and Peg3 imprint -14%.
`O=C(COC(=O)c1ccc[nH]c1=O)NC1CCCC1` gave p53ts 32C tox 8%, IkB signaling 0.3%, p53ts 39C kill 8% and Peg3 imprint -3%.
c1ccc(-n2nnc3c(N4CCOCC4)ncnc32)cc1 was read as p53ts 32C tox 13µM*, IkB signaling inconclusive, p53ts 39C kill 13µM* and Peg3 imprint -85%[inhibitor].
Cc1ccccc1COC(=O)c1ccc(-c2nnn(Cc3ccccc3F)n2)cc1 was read as p53ts 32C tox 3%, IkB signaling -4.2%, p53ts 39C kill 22% and Peg3 imprint -6%[10.9 µM].
For CN1C(=O)Cc2cc(S(=O)(=O)CCC(=O)Nc3ccc(Cl)cc3)ccc21 the results were p53ts 32C tox 7%, IkB signaling 0.2%, p53ts 39C kill -2% and Peg3 imprint inconclusive.
`COc1ccc(-c2cn3cccnc3n2)cc1NC(=O)c1c(F)cccc1F` gave p53ts 32C tox 3%, IkB signaling 5.1%, p53ts 39C kill -26% and Peg3 imprint -8%[10.9 µM].
Cn1c(C(=O)N2CCCc3ccccc32)cc2c(=O)n3ccccc3nc21 was read as p53ts 32C tox -3%, IkB signaling 1.4%, p53ts 39C kill -4% and Peg3 imprint -12%.
`O=C(NCC1COc2ccccc2O1)C1CCCN(S(=O)(=O)c2cccc3cccnc23)C1` (stereo unspecified) gave p53ts 32C tox -10%, IkB signaling 3.7%, p53ts 39C kill -3% and Peg3 imprint -16%.
CS(=O)(=O)Nc1cccc(-c2cncnc2Nc2ccccc2)c1 was read as p53ts 32C tox 7%, IkB signaling 4.9%[11.4 µM], p53ts 39C kill -1% and Peg3 imprint inconclusive.
For CC1CN(C(=O)N2CCC(C(=O)NC3CCCCCC3)CC2)c2cc(Cl)ccc2O1 (stereo unspecified) the results were p53ts 32C tox 11%, IkB signaling -2.3%, p53ts 39C kill inconclusive and Peg3 imprint -6%[10.9 µM].
Screening CCOC(=O)c1cc(-c2ccccc2)n(-c2cccc(C(=O)NC(C)CC)c2)c1C (stereo unspecified) returned p53ts 32C tox 8%, IkB signaling inconclusive, p53ts 39C kill 4% and Peg3 imprint -33%[inhibitor][10.9 µM].
CCCc1ccc(NC(=O)C2CCN(c3cnccn3)CC2)cc1 was read as p53ts 32C tox inconclusive, IkB signaling inconclusive, p53ts 39C kill -13% and Peg3 imprint -12%[10.9 µM].
For CCOc1ccc(C(=O)Nc2ccc3oc(-c4cccc5ccccc45)nc3c2)cc1 the results were p53ts 32C tox -23%, IkB signaling 7.2%, p53ts 39C kill 10µM* and Peg3 imprint -10%[10.9 µM].
For Cc1cnc2cc(Cl)ccc2c1SCC(=O)O the results were p53ts 32C tox 2%[9.22 µM], IkB signaling 2.6%[11.4 µM], p53ts 39C kill -7%[9.22 µM] and Peg3 imprint -13%[10.9 µM].
COc1cc2c(cc1OC)n(CC(=O)c1ccc(C)cc1C)c(=O)n1nc(CCn3nc(C)cc3C)nc21 was read as p53ts 32C tox 14%, IkB signaling 1.5%, p53ts 39C kill 11% and Peg3 imprint 10%[10.9 µM].
`O=C(CCN1CCN(c2ccccc2F)CC1)c1ccc(Br)cc1` gave p53ts 32C tox -6%, IkB signaling inconclusive, p53ts 39C kill -10% and Peg3 imprint -42%[inhibitor].
For CCC(C)c1ccc(NC(=O)CC(C)=O)cc1 (stereo unspecified) the results were p53ts 32C tox -10%, IkB signaling 0.2%, p53ts 39C kill -8% and Peg3 imprint -15%.
COC(=O)c1ccc2c(c1)N(Cc1nc(-c3ccc(Cl)cc3)oc1C)C(=O)C1CCCN21 (stereo unspecified) was read as p53ts 32C tox -29%, IkB signaling 1.6%, p53ts 39C kill -29% and Peg3 imprint -10%.
COC(=O)Nc1sc2c(c1C(N)=O)CCCCCC2 was read as p53ts 32C tox -2%, IkB signaling 0.8%, p53ts 39C kill 4% and Peg3 imprint 3%.
For COc1ccccc1NC(=O)Cn1nc(C(F)(F)F)c2c1CCCC2 the results were p53ts 32C tox 0%, IkB signaling -0.1%, p53ts 39C kill -2% and Peg3 imprint -7%.
Cc1ccc(-c2nnc(SCC(=O)NCCC(C)C)nc2-c2ccc(C)cc2)cc1 was read as p53ts 32C tox 30%, IkB signaling inconclusive, p53ts 39C kill -8% and Peg3 imprint -12%[10.9 µM].
`OCCn1c(C(F)(F)F)nc2ccccc21` gave p53ts 32C tox 6% and p53ts 39C kill -6%.
For Cc1cccc(C(=O)Nc2cccc(C(=O)OCc3cc(=O)n4ccsc4n3)c2)c1 the results were p53ts 32C tox -3%, IkB signaling inconclusive, p53ts 39C kill 7% and Peg3 imprint 7%[10.9 µM].
`O=C(O)c1ccccc1C(=O)N1CC=C(c2ccccc2)CC1` gave p53ts 32C tox -20%, IkB signaling 2.0%, p53ts 39C kill -1% and Peg3 imprint -24%.
For CCN1CCN(C(=O)c2ccccc2N(Cc2ccccc2)S(C)(=O)=O)CC1 the results were p53ts 32C tox -1%, IkB signaling 0.9%, p53ts 39C kill 3% and Peg3 imprint -6%.
Screening CC(C)C(NC(=O)C1CCCCC1)C(=O)N1CCN(c2ccc(F)cc2)CC1 (stereo unspecified) returned p53ts 32C tox 5%, IkB signaling 4.7%, p53ts 39C kill -8% and Peg3 imprint 10%.
`COc1ccccc1NC(=O)c1ccccc1NS(C)(=O)=O` gave p53ts 32C tox -7%, IkB signaling 6.2%, p53ts 39C kill -19% and Peg3 imprint -23%.
O=C(NCc1ccccc1)c1ccc(NC(=O)N2CCSc3ncccc32)cc1 was read as p53ts 32C tox -5%, IkB signaling -0.5%, p53ts 39C kill -5% and Peg3 imprint 3%[10.9 µM].
`O=C1c2ccccc2C(Nc2ccc(Cl)cn2)N1c1cccnc1` (stereo unspecified) gave p53ts 32C tox 8%, IkB signaling 0.6%, p53ts 39C kill -3% and Peg3 imprint -7%.
Screening CCC(C)NC(=O)C1=CC(c2ccc3c(c2)OCO3)=NS(=O)(=O)N1C (stereo unspecified) returned p53ts 32C tox 3%, IkB signaling 1.4%, p53ts 39C kill 9% and Peg3 imprint -11%[10.9 µM].
`COc1ccc(Cc2ccccc2C(=O)O)c2ccccc12` gave p53ts 32C tox 1%[9.22 µM], IkB signaling 2.5%[11.4 µM], p53ts 39C kill 2%[9.22 µM] and Peg3 imprint 7%[10.9 µM].
Screening CCCSc1ncc(Cl)c(C(=O)Nc2sc3c(c2C(N)=O)CCCC3)n1 returned p53ts 32C tox 10%, IkB signaling -0.1%, p53ts 39C kill 8% and Peg3 imprint -7%[10.9 µM].
Screening Oc1c(C(c2ccc(Cl)cc2Cl)N2CCOCC2)sc2nc(-c3ccco3)nn12 (stereo unspecified) returned p53ts 32C tox -5%, IkB signaling inconclusive, p53ts 39C kill -5% and Peg3 imprint inconclusive.
`CCCC(=O)NCC(c1ccc2c(c1)OCO2)N1CCOCC1` (stereo unspecified) gave p53ts 32C tox 6%, IkB signaling inconclusive, p53ts 39C kill -7% and Peg3 imprint 19%[10.9 µM].
For CCCC(C)NC(=O)c1ccc(F)cc1 (stereo unspecified) the results were p53ts 32C tox -6%, IkB signaling -0.6%, p53ts 39C kill 14% and Peg3 imprint -16%.
For CCCc1cc(=O)oc2cc3occ(C)c3cc12 the results were p53ts 32C tox 9%, IkB signaling -4.3%, p53ts 39C kill 13% and Peg3 imprint -2%.
Cc1ccc(NC(=O)C(=O)NCC2(c3ccccc3)CCCC2)cc1Cl was read as p53ts 32C tox -2%, IkB signaling -1.6%, p53ts 39C kill 10% and Peg3 imprint -7%[10.9 µM].
Screening CCC(C)(C)n1nnnc1C(c1ccc(C)cc1)N1CCN(Cc2cccnc2)CC1 (stereo unspecified) returned p53ts 32C tox 6%, IkB signaling 0.8%, p53ts 39C kill 13% and Peg3 imprint -2%.
`CCOC(=O)C1=C(C)OC(N)=C(C#N)C1c1ccsc1` (stereo unspecified) gave p53ts 32C tox 3%, IkB signaling -1.4%, p53ts 39C kill 8% and Peg3 imprint -12%.
Screening O=C(Nc1cccc2cccnc12)[C@@H]1[C@@H](C(=O)O)[C@H]2CC[C@@H]1O2 returned p53ts 32C tox -4%[9.22 µM], IkB signaling 1.1%[11.4 µM], p53ts 39C kill 4%[9.22 µM] and Peg3 imprint 4%[10.9 µM].
Screening Cc1ccc2c(c1)c1c(c(=O)n(-c3ccccc3)c(=O)n1CC(=O)NCC1CCCO1)n2C (stereo unspecified) returned p53ts 32C tox 11%, IkB signaling inconclusive, p53ts 39C kill 7% and Peg3 imprint -7%[10.9 µM].
`Cc1ccc(-n2c(SCC(=O)OC(C)C)nnc2-c2ccncc2)cc1` gave p53ts 32C tox 7%, IkB signaling inconclusive, p53ts 39C kill 22% and Peg3 imprint 10%.

Screening results as filed in PubChem BioAssay.
